High-throughput results (PubChem)
BH1578 lux ind = quorum light induction in luxS cqsA deficient V. cholerae. V. cholerae BH1578 lux reporter, luminescence, 6 h. activation, % at 18.7 µM. 350,000 compounds, 0.16% hits; in the data active means activation mostly above about 9.7%, no sharp cut-off; further: not every result past the cut was called active; inactives centre near 0; reference of the scale not given here
PrPC TRFRET = cell surface PrPC inhibition, primary TR-FRET screen | TR-FRET read-out | inhibition, % at 13.8 µM | 370,000 compounds, 0.43% hits | AID 720596; in the data active means inhibition above about 24%; further: 0% = median of the test wells and 100% = reference compound wells
Anthrax LF inh2 = blocks Bacillus anthracis lethal factor protease; P15917; AID 588501; inhibition, % at 10 µM; multiplex microsphere protease cleavage assay, LF; 360,000 compounds, 0.12% hits; further: plate controls were buffer without enzyme for full effect and enzyme alone for no effect
PfHsp40 yeast = compounds rescuing yeast from Plasmodium falciparum HSP40 toxicity; S. cerevisiae expressing PfHsp40, growth rescue, ATP luminescence; growth rescue, % at 12.5 µM; 340,000 compounds, 0.68% hits; AID 504582; in the data active means growth rescue above about 28%, passing the limit was not always enough;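 further: yeast W303a lacking pdr1 and pdr3 grown in galactose medium; growth measured after three days at 30 °C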
Yp Topo-I inh = Y. pestis Topo-I inhibition via cleavage products; activity, % at 10 µM; Y. pestis Topo-I cleavage product accumulation, plate reader; 360,000 compounds, 0.064% hits; AID 504884; in the data active means activity above about 50%, passing the limit was not always enough; further: inactives centre near 2
SSB-PriA inh = inhibitors of Klebsiella pneumoniae PriA binding to SSB C-terminal tail | inhibition, % at 33 µM | AID 1272365 | 430,000 compounds, 0.6% hits | AlphaScreen SSBct-PriA binding, biotinylated peptide; in the data active means inhibition mostly above about 37%, no sharp cut-off; inactive means mostly below about 20%;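 further: plate controls were negative control peptide for no effect and reference peptide for full effect; strong numbers were not always called active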
SARS 3CLpro inh = SARS-CoV 3CLpro protease inhibition | inhibition, % at 6 µM | P0C6X7 | recombinant SARS-CoV 3CLpro, quenched FRET peptide cleavage | 290,000 compounds, 0.14% hits; in the data active means inhibition above about 12%
BoNT-A LC inh2 = BoNT A light chain protease inhibition. multiplex microsphere protease substrate cleavage, flow cytometry. inhibition, % at 10 µM. 360,000 compounds, 0.17% hits; further: plate controls were buffer without enzyme for full effect and enzyme alone for no effect
TcdB inh = blocks C. difficile toxin B glycohydrolase activity. 350,000 compounds, 0.24% hits. inhibition, % at 9.99 µM. P18177. TcdB glycohydrolase enzymatic assay, plate reader; in the data active means inhibition above about 10%
Target sequence (P18177 whole entry, looked up): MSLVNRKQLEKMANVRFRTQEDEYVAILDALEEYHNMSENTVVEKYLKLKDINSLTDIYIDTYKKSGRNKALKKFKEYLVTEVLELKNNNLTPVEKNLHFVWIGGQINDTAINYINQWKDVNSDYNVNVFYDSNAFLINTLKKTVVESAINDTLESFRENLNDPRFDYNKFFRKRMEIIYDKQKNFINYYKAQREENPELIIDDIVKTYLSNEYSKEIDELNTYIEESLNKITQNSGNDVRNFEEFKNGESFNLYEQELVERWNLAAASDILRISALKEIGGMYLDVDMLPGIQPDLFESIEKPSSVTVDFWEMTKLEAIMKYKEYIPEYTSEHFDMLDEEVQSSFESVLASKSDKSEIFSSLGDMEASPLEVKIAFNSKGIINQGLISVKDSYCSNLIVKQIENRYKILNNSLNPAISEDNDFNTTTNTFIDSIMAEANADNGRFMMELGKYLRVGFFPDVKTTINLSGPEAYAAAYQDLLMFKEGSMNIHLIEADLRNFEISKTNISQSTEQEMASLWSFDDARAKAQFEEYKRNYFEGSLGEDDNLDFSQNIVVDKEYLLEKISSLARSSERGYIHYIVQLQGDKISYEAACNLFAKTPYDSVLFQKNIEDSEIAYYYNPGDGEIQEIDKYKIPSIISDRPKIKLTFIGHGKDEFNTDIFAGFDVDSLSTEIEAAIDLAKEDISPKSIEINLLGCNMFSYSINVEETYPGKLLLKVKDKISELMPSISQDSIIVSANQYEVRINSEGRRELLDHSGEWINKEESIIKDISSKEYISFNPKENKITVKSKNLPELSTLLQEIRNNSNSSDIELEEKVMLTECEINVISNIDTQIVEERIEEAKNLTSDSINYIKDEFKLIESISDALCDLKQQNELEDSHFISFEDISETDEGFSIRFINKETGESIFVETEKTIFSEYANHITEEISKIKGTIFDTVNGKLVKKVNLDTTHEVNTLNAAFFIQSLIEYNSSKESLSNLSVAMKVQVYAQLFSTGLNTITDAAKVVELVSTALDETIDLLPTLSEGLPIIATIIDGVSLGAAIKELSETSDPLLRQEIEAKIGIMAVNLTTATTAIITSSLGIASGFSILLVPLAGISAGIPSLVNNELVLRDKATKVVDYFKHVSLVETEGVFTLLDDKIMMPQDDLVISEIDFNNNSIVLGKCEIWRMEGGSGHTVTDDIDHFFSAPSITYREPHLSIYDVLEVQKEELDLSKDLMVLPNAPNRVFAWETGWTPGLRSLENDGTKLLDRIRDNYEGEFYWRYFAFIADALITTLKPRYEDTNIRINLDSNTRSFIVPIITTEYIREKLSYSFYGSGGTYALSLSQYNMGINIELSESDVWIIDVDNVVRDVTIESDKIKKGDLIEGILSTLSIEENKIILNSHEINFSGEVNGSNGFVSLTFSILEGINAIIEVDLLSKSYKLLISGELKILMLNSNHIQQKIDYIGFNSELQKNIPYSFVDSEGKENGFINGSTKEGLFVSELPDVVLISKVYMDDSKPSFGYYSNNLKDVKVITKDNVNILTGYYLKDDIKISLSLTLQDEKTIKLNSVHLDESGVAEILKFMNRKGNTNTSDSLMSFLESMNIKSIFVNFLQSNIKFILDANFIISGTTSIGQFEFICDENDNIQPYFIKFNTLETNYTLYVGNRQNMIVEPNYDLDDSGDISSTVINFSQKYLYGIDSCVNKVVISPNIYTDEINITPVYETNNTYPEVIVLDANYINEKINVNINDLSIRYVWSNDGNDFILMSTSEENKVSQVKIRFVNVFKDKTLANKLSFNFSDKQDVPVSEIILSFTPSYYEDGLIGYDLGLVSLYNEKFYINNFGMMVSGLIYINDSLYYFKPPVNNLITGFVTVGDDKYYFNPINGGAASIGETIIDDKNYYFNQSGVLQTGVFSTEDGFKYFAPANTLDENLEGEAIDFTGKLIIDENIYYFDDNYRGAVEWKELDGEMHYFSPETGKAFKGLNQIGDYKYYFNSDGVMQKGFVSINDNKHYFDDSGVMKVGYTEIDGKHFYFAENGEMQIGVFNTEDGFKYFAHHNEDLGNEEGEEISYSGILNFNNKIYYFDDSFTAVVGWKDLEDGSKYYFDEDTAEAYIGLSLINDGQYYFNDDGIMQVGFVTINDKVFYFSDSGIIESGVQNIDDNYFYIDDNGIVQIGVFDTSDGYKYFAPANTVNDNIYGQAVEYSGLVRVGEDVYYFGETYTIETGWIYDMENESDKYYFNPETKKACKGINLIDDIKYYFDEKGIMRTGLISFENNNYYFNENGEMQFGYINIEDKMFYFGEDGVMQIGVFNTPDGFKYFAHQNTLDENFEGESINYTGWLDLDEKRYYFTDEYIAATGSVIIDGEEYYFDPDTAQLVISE
The depositor's hits bear a star; i = inactive; · = not tested or not shown; & = joins results of further samples. Unless noted, no stated cut-off is given here; in the data, active means inhibition above about 30%; inconclusive means no clear call, values can overlap the other calls; inactive means below that. The list is partial, so the mix of outcomes need not match the whole.

SMILES | BH1578 lux ind | PrPC TRFRET | Anthrax LF inh2 | PfHsp40 yeast | Yp Topo-I inh | SSB-PriA inh | SARS 3CLpro inh | BoNT-A LC inh2 | TcdB inh
COc1ccc2[nH]c(C(=O)O)c(CCN3C(=O)c4cccc([N+](=O)[O-])c4C3=O)c2c1 | -0.2 | 0 | 1 | -0.5 | 3 | -9 | 4 | 0.8 | 0.8
Cc1ccc2nc(N(CCN(C)C)C(=O)C3=COCCO3)sc2c1 | -0.1 | -3 | -4 | 0.5 | 6 | 6&4 | -5 | -3.9 | 0.9
Cc1cccc(NC(=O)CCSc2nnc(Cc3ccccc3)o2)c1 | -1.4 | 3 | -9 | 0.8 | 24 | -7 | 5 | -0.6 | 1.8
CCCCOc1ccc(C(O)(CCC)CCN2CCOCC2)cc1 (stereo not drawn) | i | 0 | 1 | -0.1 | 8 | -14 | -4 | 0.6 | ·
COCCN(C(=O)c1ccc(OCC(C)C)cc1)c1c(N)n(Cc2ccccc2)c(=O)[nH]c1=O | -7.1 | -8 | 0 | -0.4 | 0 | · | · | -1.6 | 1.7
Cc1nn(C)c(C)c1S(=O)(=O)N(CC(=O)NCCN1CCOCC1)c1ccc(C(C)C)cc1 | -0.1 | -6 | -7 | -0.6 | -7 | -11 | 0 | -0.7 | 0.3
O=C1NC[C@H](CCCCN2C[C@H](Cc3ccc(O)cc3)N(CC3CCCCC3)C(=O)C2=O)N(Cc2ccccc2)C1=O | · | 3 | 2 | · | · | · | · | 0.2 | 1.2
CN1CCN(c2ccc3c(c2)OC[C@H](Cc2ccccc2)NS3(=O)=O)CC1 | · | -6 | 0 | · | · | · | · | 0.5 | -0.4
Cc1cccc(NC(=O)CNCC(=O)Nc2cccc(C)c2C)c1C | 1.8 | -3 | 21 | 1.1 | 1 | -14 | 1 | -1.0 | -0.2
O=C(COC(=O)c1ccc2c(c1)OCCO2)NCCC1=CCCCC1 | i | 8 | 2 | 0.3 | 22 | 8 | 5 | 1.0 | ·
COCCN(C(=O)COC(=O)Cc1cccc2ccccc12)c1c(N)n(Cc2ccccc2)c(=O)[nH]c1=O | -0.5 | -12 | -1 | -1.2 | 32 | -2 | 3 | 0.8 | 0.3
CC1(C)COC(c2cccc([N+](=O)[O-])c2)OC1 | i | 2 | 1 | 0.4 | 1 | -7 | · | 0.2 | 0.6
CC(C)n1c(CNC(=O)c2ccccc2F)nnc1SCC(=O)NC1CCCCC1 | -2.3 | 4 | 2 | 1.5 | 2 | 9 | · | -0.3 | 3.3
O=C(CCc1nc2ccccc2[nH]c1=O)OCC(=O)N1CCc2ccccc21 | 6.7 | 0 | 6 | -0.2 | 6 | 12 | -2 | 0.9 | ·
Cc1cccc(N=Cc2c(O)n(C)c(=O)n(C)c2=O)c1 | i | 2 | 0 | 2.7 | 2 | -11 | -2 | -2.9 | 3.4
O=C1C=C(c2ccc(OC(F)(F)F)cc2)C[C@@H](c2ccc(F)cc2)C1 | i | · | 1 | 11 | 3 | -31 | · | -0.5 | ·
COC(=O)c1cccc(N(C(=O)c2ccco2)C(C(=O)NC2CCCC2)c2ccc(N3CCOCC3)cc2)c1 (stereo not drawn) | -0.9 | 3 | -2 | 1.4 | 19 | -3 | 0 | -1.3 | 0.2
O=C(CSCc1ccc(F)cc1)Nc1ccccc1 | i | 10 | -1 | 0.5 | 6 | -14 | -3 | -0.4 | ·
NS(=O)(=O)c1ccc(NC(=O)c2ccc(-c3ccccc3)cc2)cc1 | -0.5 | 18 | 1 | -0.4 | 2 | -5 | 6 | -0.5 | 0.5
CSc1ccccc1NC(=S)NC1CCCCC1 | -0.2 | 4 | 1 | 0.0 | 2 | 5 | -3 | -0.2 | 0.5
CC(C)NC(=O)CN1C(=O)C(C)(C)Oc2ccc(C(=O)NC3CCCCC3)cc21 | -5.6 | 0 | -10 | -0.4 | 5 | -7 | -1 | 0.6 | 2.6
CC(C(=O)N1CCc2ccccc21)N(C)CC(=O)Nc1cccc(F)c1 (stereo not drawn) | i | 5 | -2 | -0.3 | 0 | -9 | · | -0.3 | 0.3
CCCCn1nnnc1C(c1ccccc1)N1CCN(c2c(Cl)cncc2Cl)CC1 (stereo not drawn) | · | 12 | -4 | · | · | · | · | -0.7 | 1.3
O=C(Nc1cccc(S(=O)(=O)C(F)(F)F)c1)[C@@H]1O[C@H](CO)[C@@H](O)[C@H]1O | -3.3 | -4 | -3 | · | 4 | · | · | -0.4 | 1.2
O=C(CN1CCN(C(=O)CN2C(=O)NC3(CCCC3)C2=O)CC1)Nc1cccc(F)c1 | -7.1 | 4 | 8 | 4.6 | 3 | -6 | · | 0.1 | 0.3
O=C(c1ccc2c(c1)OCO2)C1CCCN(Cc2ccc3cccc(F)c3n2)C1 (stereo not drawn) | i | -1 | 0 | -1.1 | 2 | 0 | -5 | 0.7 | ·
Oc1ccc(Nc2ccc3ccccc3c2)cc1 | 0.1 | 9 | -8 | · | -26 | 36 | · | -0.6 | 1.2
CCOc1nc(C)ccc1-c1noc(CC)n1 | -0.7 | 0 | 0 | -1.1 | 2 | -7 | -2 | 0.1 | ·
CCc1ccccc1-n1c(SCC(=O)Nc2ccc3c(c2)OCCO3)nc2[nH]ncc2c1=O | -0.4 | -2 | -4 | 1.5 | -6 | 1 | 3 | -0.6 | ·
O=C(NC1CCCCC1)NC1CCN(S(=O)(=O)Cc2ccccc2)CC1 | -0.4 | 1 | -2 | 0.5 | 2 | 1 | 6 | -1.2 | ·

Some of the entries above, set out differently.
smiles,BH1578 lux ind,PrPC TRFRET,Anthrax LF inh2,PfHsp40 yeast,Yp Topo-I inh,SSB-PriA inh,SARS 3CLpro inh,BoNT-A LC inh2,TcdB inh
O=C1C=C(c2ccc(OC(F)(F)F)cc2)C[C@@H](c2ccc(F)cc2)C1,i,·,1,11,3,-31,·,-0.5,·
COC(=O)c1cccc(N(C(=O)c2ccco2)C(C(=O)NC2CCCC2)c2ccc(N3CCOCC3)cc2)c1 (stereo not drawn),-0.9,3,-2,1.4,19,-3,0,-1.3,0.2
O=C(CSCc1ccc(F)cc1)Nc1ccccc1,i,10,-1,0.5,6,-14,-3,-0.4,·
NS(=O)(=O)c1ccc(NC(=O)c2ccc(-c3ccccc3)cc2)cc1,-0.5,18,1,-0.4,2,-5,6,-0.5,0.5
CSc1ccccc1NC(=S)NC1CCCCC1,-0.2,4,1,0.0,2,5,-3,-0.2,0.5
CC(C)NC(=O)CN1C(=O)C(C)(C)Oc2ccc(C(=O)NC3CCCCC3)cc21,-5.6,0,-10,-0.4,5,-7,-1,0.6,2.6
CC(C(=O)N1CCc2ccccc21)N(C)CC(=O)Nc1cccc(F)c1 (stereo not drawn),i,5,-2,-0.3,0,-9,·,-0.3,0.3
CCCCn1nnnc1C(c1ccccc1)N1CCN(c2c(Cl)cncc2Cl)CC1 (stereo not drawn),·,12,-4,·,·,·,·,-0.7,1.3
O=C(Nc1cccc(S(=O)(=O)C(F)(F)F)c1)[C@@H]1O[C@H](CO)[C@@H](O)[C@H]1O,-3.3,-4,-3,·,4,·,·,-0.4,1.2
O=C(CN1CCN(C(=O)CN2C(=O)NC3(CCCC3)C2=O)CC1)Nc1cccc(F)c1,-7.1,4,8,4.6,3,-6,·,0.1,0.3

The list goes on:
SMILES | BH1578 lux ind | PrPC TRFRET | Anthrax LF inh2 | PfHsp40 yeast | Yp Topo-I inh | SSB-PriA inh | SARS 3CLpro inh | BoNT-A LC inh2 | TcdB inh
COCCCN(CC(=O)Nc1ccc(N2CCOCC2)cc1)S(=O)(=O)c1ccc(Cl)cc1 | -1.1 | -2 | -8 | -0.4 | 4 | -5 | 0 | -0.6 | 0.7
Clc1cccc(Cl)c1COc1ccccn1 | -0.7 | 0 | -221 | -2.3 | 5 | -7 | -1 | -447 | ·
CCCC(=O)N1CCCC1(C)C(=O)NCc1c(F)ccc(C)c1F (stereo not drawn) | -0.4 | 1 | -6 | · | 4 | · | · | 0.2 | 0.4
COc1ccc(O)c(-c2cc(C(F)(F)C(F)F)nc(-c3ccccc3)n2)c1 | 0.4 | 0 | -8 | -2.3 | -2 | 15 | -1 | -0.5 | ·
CC(C)(C)OC(=O)C[C@@H]1C/C=C\C[C@H](CC(=O)NCCO)C(=O)N2CCC[C@H]2COC1=O | 7.1 | -4 | 0 | 0.9 | 16 | · | · | 0.5 | 0.6
O=C(Nc1cc(C(F)(F)F)ccc1Cl)c1cccnc1 | 0.5 | -4 | 0 | -1.9 | -7 | 2 | -2 | 0.4 | -0.6
CCCn1c(SCC(=O)N2c3ccc(F)cc3CCC2C)nnc1-c1ccccn1 (stereo not drawn) | 1.4 | 1 | 2 | 0.9 | 24 | -10 | 1 | -2.4 | ·
Cc1onc(-c2ccccc2Cl)c1C(=O)N1CC(C)CC(C)C1 (stereo not drawn) | -0.3 | -1 | -2 | -1.2 | -6 | 8 | 5 | -0.7 | 0.2
CCOC(=O)C1(C)CCCCN1C(=O)c1cccnc1 (stereo not drawn) | -0.4 | -1 | -7 | · | -5 | · | · | -1.2 | 0.2
COc1ccc(C(CNC(=S)NCc2ccccc2)N2CCCC2)cc1 (stereo not drawn) | -0.2 | -16 | -8 | -0.5 | -1 | 0 | 0 | -1.7 | 1.2
CN(C)Cc1c(O)ccc2occ(C(=O)c3ccc(F)cc3)c12 | -0.3 | -8 | 2 | -1.0 | 3 | -5 | 2 | -1.7 | -0.1
Cc1ccc(C2CCN(C(=O)Nc3ccccc3)C2)cc1 (stereo not drawn) | -0.1 | -13 | -3 | 3.9 | -8 | -29 | -2 | -0.1 | ·
CC1CCCN(C(=S)NC2CCCC2)C1 (stereo not drawn) | i | -2 | 0 | -1.1 | 8 | -13 | 4 | 0.4 | 2.6
COc1ccc(N(CC(=O)NCc2ccc(F)cc2)S(=O)(=O)c2c(C)noc2C)cc1 | i | -3 | -1 | 1.4 | -2 | -20 | -1 | -0.2 | 0.1
CC(NC(=O)CC1Sc2ccccc2NC1=O)c1ccccc1 (stereo not drawn) | -0.9 | -1 | -3 | 0.8 | -2 | -6 | -1 | -0.6 | 0.9
CCOC(=O)C1=NN(C(C)=O)C2(CC(=O)N(c3ccc(C)c(C)c3)C2=O)C1 (stereo not drawn) | -0.7 | 3 | 1 | -0.6 | -4 | 13 | 5 | -0.1 | ·
Cc1oc2nc(SCCCC(=O)NCCCO)nc(N)c2c1C | -0.8 | 5 | -2 | 0.5 | -3 | -10 | 0 | -0.9 | ·
CN1C(=O)[C@@H]2C[C@@]3([C@@]45C[C@H]6C(=O)N(C)[C@@H](Cc7ccccc7)C(=O)N6[C@@H]4Nc4ccccc45)c4ccccc4N[C@H]3N2C(=O)[C@@H]1Cc1ccccc1 | i | -5 | -7 | 0.7 | 27 | 9 | · | -0.4 | -1.7
O=C1NC[C@@H](Cc2ccc(O)cc2)N(CCc2cccc3ccccc23)C1=O | 1.0 | 4 | -8 | 1.5 | 8 | -9 | · | -0.2 | -3.5
CN(C)c1nc(N(C)C)nc(N2CC(CCl)OC2=N)n1 (stereo not drawn) | -0.8 | 1 | -1 | -1.0 | 9 | -13 | 2 | -0.2 | 0.3
CCC(C)[C@H](NC(=O)[C@@H]1Cc2ccccc2CN1)C(=O)NCc1ccc(C)cc1 (stereo partly drawn) | i | 1 | 3 | · | 0 | · | · | 0.1 | -11
CC(C)Cn1cnc2c1c(=O)n(CC(=O)N(C)C)c(=O)n2Cc1ccccc1 | 0.0 | 9 | -3 | 5.1 | 1 | -1 | 3 | 0.2 | -0.2
COc1ccc(-c2noc(CSc3nnc(CCc4ccccc4)n3-c3ccccc3)n2)cc1OC | -0.5 | 0 | -5 | 3.0 | -6 | 18 | 3 | -0.3 | 0.5
O=C1CCCCC1(CCc1ccncc1)CCc1ccncc1 | -5.6 | 7 | -4 | -0.4 | 2 | -6 | · | 0.1 | -1.3
O=C(NCc1c(F)cccc1F)c1cc(COc2c(F)cccc2F)on1 | 4.4 | -1 | 1 | -0.7 | 10 | 7 | -2 | 0.7 | -0.5
